aSyn tox rescue = qHTS of alpha-syn Inhibitors: NCGC Sytravon Library Screen; S. cerevisiae alpha-synuclein toxicity rescue, BacTiter-Glo growth, 24 h; Potency, µM (highest dose often 46.1 µM), for inactives: at the top dose growth rescue (activation), hits mostly activators; actives 0.02% (n = 94,000); AID 1347070, 2019; active means well fitted activation curve with a large enough effect; inconclusive means small, poorly fitted or top-dose-only effect; further: 0% is about no effect
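Growth restoration measured by BacTiter-Glo luminescence after 24 hr at 30 deg C; alpha-synuclein yeast, raffinose-pregrown to mid-log, were added at OD600=0.02 in galactose medium onto pinned compounds.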
The depositor's hits bear a star; [ ] = another dose, or the depositor's remark. Potency means the concentration at half of the fitted maximal effect.

How did CCOc1ccc(NC(=O)c2sc(NC(C)=O)c(C(=O)OC)c2C)cc1 do in these assays?
aSyn tox rescue: 9%

How did Oc1cccc(Nc2ncnc3sc4c(c23)CCCC4)c1 do in these assays?
aSyn tox rescue: -4%

Results for COc1ccc(C(=O)COC(=O)CCc2nc3ccccc3[nH]c2=O)cc1Br ?
aSyn tox rescue: 3%

What do the screens show for `O=C(NCCCNC(=O)c1cc(Cl)ccc1Cl)c1ccco1`?
aSyn tox rescue: -10%

How did CCOC(=O)c1sc(NC(=O)CC2OC(=O)c3ccccc32)nc1C (stereo not given) do in these assays?
aSyn tox rescue: 0%

Results for Cc1nc(N2CCCC2)c2c(C(=O)Nc3ccc(Br)cc3F)c(C)oc2n1 ?
aSyn tox rescue: 12%

What do the screens show for `COc1ccc(S(=O)(=O)N2CCC(C(=O)NCCC(=O)Nc3ccccc3OC)CC2)cc1`?
aSyn tox rescue: 2%

How did O=[N+]([O-])c1cccc(-c2csc(Nc3ccccc3)n2)c1 do in these assays?
aSyn tox rescue: -41%[inhibitor]

How did Cc1ccc(C(=O)CCC(=O)N2CCN(C/C=C/c3ccccc3)CC2)cc1 do in these assays?
aSyn tox rescue: 8%

What do the screens show for `CC(=O)NC(Cc1c[nH]c2ccccc12)C(=O)NCCc1ccccn1` (stereo not given)?
aSyn tox rescue: -2%

Results for Cn1c(O)c(/C=N/NC(=O)c2cc3ccccc3cc2O)c2ccccc21 ?
aSyn tox rescue: -8%

How did O=C(NC1CCN(S(=O)(=O)c2ccccc2F)CC1)c1ccco1 do in these assays?
aSyn tox rescue: -1%

How did CCOC(=O)c1c(CC(C)C)csc1NC(=O)COC(=O)c1ccc(O)cc1 do in these assays?
aSyn tox rescue: 8%

What do the screens show for `CCN(CC)C(=O)Cn1c(C)c(/C=C/c2cc[n+](C)cc2)c2ccccc21`?
aSyn tox rescue: 2%

Results for Cc1ccccc1N(CC(=O)NC1CCCCC1)C(=O)CCCC(=O)Nc1ccccn1 ?
aSyn tox rescue: 12%

What do the screens show for `CC(=O)c1ccc(N2CCN(C(=S)Nc3ccc(Cl)c(Cl)c3)CC2)cc1`?
aSyn tox rescue: -6%

How did Cc1cc(C)cc(NC(=O)CCCn2c3ccccc3c(=O)c3ccccc32)c1 do in these assays?
aSyn tox rescue: -19%

Results for O=C(NCc1ccc(F)cc1)c1ccc(N2CCc3ccccc32)c([N+](=O)[O-])c1 ?
aSyn tox rescue: 10%

What do the screens show for `CCOc1ccc(NC(=O)C2CCC(CNS(=O)(=O)c3ccc(Br)s3)CC2)cc1` (stereo not given)?
aSyn tox rescue: -7%

What do the screens show for `Cc1ccc(N2CCN(C(=O)c3nn(C)c4c3CSc3ccccc3-4)CC2C)cc1` (stereo not given)?
aSyn tox rescue: -9%

What do the screens show for `COCCNC(=O)CSc1nc2cc3c(cc2c(=O)n1Cc1ccc(C(=O)NCCc2ccc(OC)c(OC)c2)cc1)OCO3`?
aSyn tox rescue: -5%

What do the screens show for `Cc1cc(C(=O)COC(=O)c2ccc(NC(=O)CC#N)cc2)c(C)n1C1CC1`?
aSyn tox rescue: 12%

Results for Cc1ccc([C@@H]2C[C@H]3[C@@H](CN2S(=O)(=O)c2ccc(Cl)cc2)C(=O)C[C@@H](c2ccc(Cl)cc2)N3S(=O)(=O)c2ccccc2C)cc1 ?
aSyn tox rescue: -4%

Results for O=C(c1cccs1)N1C[C@@H](O)[C@H](n2cc(C3CC3)nn2)C[C@@H]1c1ccc(Cl)cc1 ?
aSyn tox rescue: 5%

How did Cc1cccc(Cn2c(CNC(=O)c3ccccc3)nc3ccccc32)c1 do in these assays?
aSyn tox rescue: 1%

Results for CCC(Sc1nc2cc(OC)c(OC)cc2c(=O)n1Cc1ccc(OC)cc1)C(=O)NCCOC (stereo not given) ?
aSyn tox rescue: 3%

Results for Cc1ccc(S(=O)(=O)Cc2nc(-c3ccc(C(=O)NCCCOC(C)C)cc3)oc2C)cc1 ?
aSyn tox rescue: 7%

What do the screens show for `CC(C)c1ccc(NC(=O)Cn2nnc(C(=O)NCc3ccc4c(c3)OCO4)c2N)cc1`?
aSyn tox rescue: 3%

Results for COCCSc1nnc(NC(=O)CS(=O)(=O)c2ccc(C)cc2)s1 ?
aSyn tox rescue: 6%

What do the screens show for `O=C(COc1ccc(F)cc1)NCc1ccc2c(c1)CCN2C(=O)c1ccc(F)cc1`?
aSyn tox rescue: -3%

Results for COc1ccc(CNC(=O)C(C)N2Cc3ccccc3C2=O)cc1 (stereo not given) ?
aSyn tox rescue: 1%

What do the screens show for `COc1ccccc1C(=O)NCCC(=O)Nc1nc2ccccc2[nH]1`?
aSyn tox rescue: 3%

How did Cc1cc(C)n(-c2n[nH]c(C)c2[N+](=O)[O-])n1 do in these assays?
aSyn tox rescue: -9%

Results for C=CCON/C(CCC)=C1\C(=O)CC(C)(C)CC1=NC ?
aSyn tox rescue: 4%

How did C=CCN(CC(O)c1cccc([N+](=O)[O-])c1)C(C)CCc1ccccc1 (stereo not given) do in these assays?
aSyn tox rescue: 6%

Results for O=C(OCc1nnc(-c2ccccc2)o1)c1cccnc1Cl ?
aSyn tox rescue: -15%

What do the screens show for `Nc1ccccc1C(=O)NCc1ccc(F)cc1`?
aSyn tox rescue: -5%

What do the screens show for `CSc1nc2c(c(=O)n1C)SC(C)C2` (stereo not given)?
aSyn tox rescue: 6%

How did O=C(NNC1=NC2(CCCC2)Cc2ccccc21)c1ccncc1 do in these assays?
aSyn tox rescue: -10%

Results for Cc1cccc(NC(=O)c2cc([N+](=O)[O-])ccc2N2CCN(C)CC2)c1 ?
aSyn tox rescue: -7%

How did Cc1cccc(C2C=C(c3ccc(F)cc3)Nc3nc4ccccc4n32)c1 (stereo not given) do in these assays?
aSyn tox rescue: -7%

What do the screens show for `COc1c(Cl)cc(C(=O)Nc2cccc(-c3nc4ccccc4[nH]3)c2)cc1Cl`?
aSyn tox rescue: 3%

What do the screens show for `COc1cccc(C(C(=O)NC2CCCC2)N(C(=O)c2ccco2)c2ccc(C(C)=O)cc2)c1OC` (stereo not given)?
aSyn tox rescue: -5%

How did Cc1c(C(=O)NCc2ccccc2Cl)sc2ncnc(N(C)C3CCCCC3)c12 do in these assays?
aSyn tox rescue: 9%

What do the screens show for `Cc1ccc(C)c(Cn2c(=O)n(CCCC(=O)NCCc3ccc(Cl)cc3)c(=O)c3ccccc32)c1`?
aSyn tox rescue: 5%

Results for COCCCN(Cc1ccco1)C(=O)c1cc2c(s1)-c1ccccc1OC2 ?
aSyn tox rescue: 0%

What do the screens show for `Cc1ccc(NC(=O)c2ccc(=O)n(CC(=O)Nc3cccc(C)c3)n2)cc1`?
aSyn tox rescue: 5%

Results for O=c1[nH]c2ccccc2c(O)c1-c1ccccc1 ?
aSyn tox rescue: 2%

How did Cc1ccc2oc(=O)c3cnn(CC(=O)N4CCN(c5ccc(F)cc5)CC4)c3c2c1 do in these assays?
aSyn tox rescue: 3%

Results for C=CCN1C(=O)C(CC(=O)O)SC1=Nc1ccc(C(=O)O)cc1 (stereo not given) ?
aSyn tox rescue: 11%

Results for CC1CN(C(=O)CCC(=O)NCCCN2C(C)CCCC2C)c2ccccc2O1 (stereo not given) ?
aSyn tox rescue: 5%

What do the screens show for `COc1cccc(CNC(=O)CC(c2ccc(C)cc2)N2Cc3ccccc3C2=O)c1` (stereo not given)?
aSyn tox rescue: 12%

Results for CC(C)c1ccc(OCC(=O)N(Cc2cccs2)C2CCS(=O)(=O)C2)cc1 (stereo not given) ?
aSyn tox rescue: 4%

What do the screens show for `CN(Cc1nc2ccccc2[nH]1)Cc1nc(CC2CC2)no1`?
aSyn tox rescue: -15%

How did COc1cccc(-n2ccnc2SCC(=O)Nc2cccc3ccccc23)c1 do in these assays?
aSyn tox rescue: -15%

Results for CC(=O)Nc1ccc(NS(=O)(=O)c2cccc3nonc23)cc1 ?
aSyn tox rescue: -1%

Results for Clc1ccc(OCc2noc(-c3ccsc3)n2)c(Cl)c1 ?
aSyn tox rescue: -49%[inhibitor]

What do the screens show for `O=C(Nc1ccc2c(c1)OCO2)c1cccc2c1C(=O)N(C1CCCCC1)C2`?
aSyn tox rescue: 1%

How did S=C(NCc1ccc2[nH]c3c(c2c1)CCCC3)Nc1ccccc1 do in these assays?
aSyn tox rescue: 8%

Results for Cc1cc(OCC(=O)Nc2sc3c(c2C#N)CCC(C)C3)ccc1Cl (stereo not given) ?
aSyn tox rescue: 1%

Results for O=C(Nc1ccccc1C(F)(F)F)Nc1c[nH]c(=O)[nH]c1=O ?
aSyn tox rescue: -3%

Results for O=C(COC(=O)c1cccc(-n2cnnn2)c1)c1ccc(F)c(F)c1 ?
aSyn tox rescue: -8%

How did Cc1cc2c(=O)n(C)c(SCC(=O)Nc3ccccc3C)nc2s1 do in these assays?
aSyn tox rescue: -22%

Results for Nc1nonc1-c1nc2ccccc2n1CC(=O)Nc1ccc(F)cc1 ?
aSyn tox rescue: -14%

How did CCOC(=O)c1cnc2ccc(OC)cc2c1Nc1cccc(C(C)=O)c1 do in these assays?
aSyn tox rescue: -1%

Results for Cc1ccc(NC(=O)CCS(=O)(=O)c2cccc3nonc23)c(Cl)c1 ?
aSyn tox rescue: 4%

Results for O=C(CSc1c2c(nc3ccc(Cl)cc13)CCCC2)N1CCN(c2cccc(Cl)c2)CC1 ?
aSyn tox rescue: -1%

Results for COc1cc(-c2cc(OC)c3c(C)oc(C)c3c(=O)c2)ccc1OC(=O)c1cccc(C)c1 ?
aSyn tox rescue: -24%

What do the screens show for `Cc1cccc(Oc2nc3c(C)cccn3c(=O)c2/C=C(\C#N)c2nc3ccccc3[nH]2)c1`?
aSyn tox rescue: -6%

How did O=[N+]([O-])c1ccc(N2CCCCC2)cc1N1CCOCC1 do in these assays?
aSyn tox rescue: 14%

How did COc1ccc(NC(=O)CCc2nnc3n(C)c(=O)c4sccc4n23)cc1Cl do in these assays?
aSyn tox rescue: -12%

What do the screens show for `O=C(CNC(=O)c1ccco1)OCC(=O)c1ccc(Cl)cc1Cl`?
aSyn tox rescue: 3%

At a glance, 14 of the compounds above:
How did S=C(NCc1ccc2[nH]c3c(c2c1)CCCC3)Nc1ccccc1 do in these assays?
aSyn tox rescue: 8%

Results for Cc1cc(OCC(=O)Nc2sc3c(c2C#N)CCC(C)C3)ccc1Cl (stereo not given) ?
aSyn tox rescue: 1%

Results for O=C(Nc1ccccc1C(F)(F)F)Nc1c[nH]c(=O)[nH]c1=O ?
aSyn tox rescue: -3%

Results for O=C(COC(=O)c1cccc(-n2cnnn2)c1)c1ccc(F)c(F)c1 ?
aSyn tox rescue: -8%

How did Cc1cc2c(=O)n(C)c(SCC(=O)Nc3ccccc3C)nc2s1 do in these assays?
aSyn tox rescue: -22%

Results for Nc1nonc1-c1nc2ccccc2n1CC(=O)Nc1ccc(F)cc1 ?
aSyn tox rescue: -14%

How did CCOC(=O)c1cnc2ccc(OC)cc2c1Nc1cccc(C(C)=O)c1 do in these assays?
aSyn tox rescue: -1%

Results for Cc1ccc(NC(=O)CCS(=O)(=O)c2cccc3nonc23)c(Cl)c1 ?
aSyn tox rescue: 4%

Results for O=C(CSc1c2c(nc3ccc(Cl)cc13)CCCC2)N1CCN(c2cccc(Cl)c2)CC1 ?
aSyn tox rescue: -1%

Results for COc1cc(-c2cc(OC)c3c(C)oc(C)c3c(=O)c2)ccc1OC(=O)c1cccc(C)c1 ?
aSyn tox rescue: -24%

What do the screens show for `Cc1cccc(Oc2nc3c(C)cccn3c(=O)c2/C=C(\C#N)c2nc3ccccc3[nH]2)c1`?
aSyn tox rescue: -6%

How did O=[N+]([O-])c1ccc(N2CCCCC2)cc1N1CCOCC1 do in these assays?
aSyn tox rescue: 14%

How did COc1ccc(NC(=O)CCc2nnc3n(C)c(=O)c4sccc4n23)cc1Cl do in these assays?
aSyn tox rescue: -12%

What do the screens show for `O=C(CNC(=O)c1ccco1)OCC(=O)c1ccc(Cl)cc1Cl`?
aSyn tox rescue: 3%

Next entries
What do the screens show for `CCC(Sc1nc2n[nH]c(C)c2c(=N)n1-c1ccc(Br)cc1)C(=O)N(CC)CC` (stereo not given)?
aSyn tox rescue: -7%

Results for Fc1ccccc1Cn1cc(C(=S)N2CCOCC2)c2ccccc21 ?
aSyn tox rescue: -16%

Results for O=c1oc2ccc(Br)cc2cc1-c1nc(-c2ccccc2)no1 ?
aSyn tox rescue: -3%

What do the screens show for `Cc1ccc(NCc2cccn2-c2nnc(N3CCC(C(=O)NCCc4ccccc4)CC3)s2)cc1`?
aSyn tox rescue: 4%

Results for COc1ccc(-n2nc3cc(C)c(NC(=O)c4ccc(-c5ccc(Br)cc5)o4)cc3n2)cc1 ?
aSyn tox rescue: -2%

How did O=C(COc1ccccc1Cl)Nc1ccc(-c2nc3ccccc3s2)cc1 do in these assays?
aSyn tox rescue: 5%

What do the screens show for `Cc1nc(-c2ccc(C)c(N3CCN(C(=O)Nc4ccccc4C(F)(F)F)CC3)c2)no1`?
aSyn tox rescue: 4%

Results for Cc1ccc(Nc2cc(C(=O)NC3CCCC3)c3ccccc3n2)cc1C ?
aSyn tox rescue: 6%

How did Cc1ccc(S(=O)(=O)N2CCCc3cc(NC(=O)c4c(F)cccc4F)ccc32)cc1 do in these assays?
aSyn tox rescue: -7%

What do the screens show for `O=C(CSc1nc(=O)n2ccccc2n1)N1CCCCCC1`?
aSyn tox rescue: -2%

Results for COc1ccc(CCC(=O)OCC(=O)c2ccc(C)cc2)cc1 ?
aSyn tox rescue: 0%

What do the screens show for `COc1ccc(C2C(C(=O)Nc3ccccc3OC)=C(C)Nc3ncnn32)cc1` (stereo not given)?
aSyn tox rescue: 13%

What do the screens show for `Cc1cccc(NC(=O)COC(=O)CCCC2=NS(=O)(=O)c3ccccc3N2)c1`?
aSyn tox rescue: 1%

What do the screens show for `CC(C)c1ccc(NC(=O)c2cc(S(=O)(=O)NCc3ccccc3Cl)ccc2F)cc1`?
aSyn tox rescue: inconclusive

Results for COc1ccc(-c2csc(=Nc3ccccc3)n2CCO)cc1F ?
aSyn tox rescue: 6%

Screening data: PubChem, National Center for Advancing Translational Sciences (NCATS)

An excerpt; count on the stated rates, not on these rows.
